AID2073 = disruptors of CaV2.2 binding to Mint1 – biochemical, HTRF (AID 2073); 0.19% of 290,000 active; inhibition, % at 20 µM, or IC50 in µM where a hit was titrated; HTRF protein-protein interaction, Mint1-CaV2.2; higher % means a stronger effect; in the data active = inhibition mostly above about 51%, no sharp cut-off; inconclusive = no clear call, values can overlap the other calls; inactive = mostly below about 53%; also: some results filed as inactive read as strong as hits
LYP inhibition = inhibitors of LYP phosphatase, biochemical, fluorescence intensity, uHTS (AID 1779). recombinant LYP phosphatase, fluorescence intensity; higher % means a stronger effect. one-dose inhibition, % at 11.5 µM; IC50 in µM for titrated hits. 0.054% of 290,000 active;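 also: plate controls were vehicle with enzyme for no effect and no enzyme for full effect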
M17LAP inhibition = P. falciparum M17LAP inhibitors, primary screen, biochemical, fluorogenic H-Leu-NHMec substrate, 1536-well (AID 1619); recombinant M17LAP, H-Leu-NHMec fluorogenic kinetic assay; higher % means a stronger effect; 0.38% of 220,000 active; inhibition, % at 30 µM, or IC50 in µM where a hit was titrated;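 active = compound inhibiting the enzyme by more than half at any dose during confirmatory dose-response retesting; inconclusive = strong single-dose inhibitors picked by rank but not retested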;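 also: plate controls were full reaction with DMSO carrier for no effect and no enzyme background for full effect; strong numbers were not always called active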
Lipid droplet = modulators of hepatic lipid droplet formation. AML12 mouse hepatocytes, oleate lipid droplets, BODIPY imaging. inhibition, % at 6.5 µM. 0.4% of 240,000 active. AID 1656;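 active = lipid droplet intensity inhibited by at least 50%, with more than 500 cells counted; inconclusive = wells with under 300 cells, treated as cytotoxic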
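Material – mouse AML12 hepatocyte cell line, fixed after treatment · Compound dosing – one dose, 6.5 µM compound · Times – compound with oleate, overnight · Measured by – Image-based BODIPY and DAPI two-channel analysis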
XIAP displacement = XIAP antagonists, biochemical, IAP family, fluorescence polarization (AID 1018); XIAP BIR domain, fluorescence polarization peptide displacement; higher % means a stronger effect; one-dose displacement, % at 20 µM; IC50 in µM for titrated hits; 0.007% of 200,000 active; in the data active = displacement above about 50%; also: a part of the inactive calls stands beside numbers as strong as those of hits
M1AAP inhibition = P. falciparum M1AAP inhibitors, biochemical, fluorogenic H-Leu-NHMec substrate, 1536-well (AID 1445). recombinant M1AAP, H-Leu-NHMec fluorogenic kinetic assay; higher % means a stronger effect. inhibition, % at 30 µM, or IC50 in µM where a hit was titrated. 0.42% of 220,000 active;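 active = primary inhibition above the hit cutoff, then over 50% inhibition at one or more dose response concentrations, cut at about 23% in these data, passing the limit was not always enough; inconclusive = conflicting primary data, or primary hits not chosen for dose response; inactive = low primary inhibition, or under 50% at every dose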;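 also: plate controls were DMSO full reaction for no effect and no enzyme background for full effect; strong numbers were not always called active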
Siah-1 displacement = Siah-1 peptide-binding antagonists, primary screen, biochemical, fluorescence polarization, rhodamine-plectin, uHTS (AID 1817); displacement, % at 20 µM; hits with a dose series show IC50 in µM; 0.02% of 290,000 active; Siah-1 / rhodamine-plectin peptide fluorescence polarization; higher % means a stronger effect;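 active = displacement of at least 50% at 20 µM, with a fluorescence ratio check between 0.3 and a set limit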;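 also: plate controls were Siah plus tracer with DMSO for no effect and tracer alone without Siah for full effect; strong numbers were not always called active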
CSM14.1 death rescue = protection against thapsigargin-triggered cell killing – 384-well, CSM14.1, ATP luminescence, primary screen (AID 1222); CSM14.1 thapsigargin-induced death rescue, ATP luminescence; higher % means a stronger effect; 190,000 tested, under 10 active; one-dose cellular ATP content (survival), % at 20 µM; EC50 in µM for titrated hits;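 active = EC50 below 50 µM in the dose-response confirmation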;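 also: death triggered by thapsigargin at about 15 µM added after 2 h compound pretreatment; cell ATP read after overnight thapsigargin exposure of roughly 18 to 22 hours; normalized against plate controls of thapsigargin alone and 5% DMSO vehicle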
HEK293 NOD2/NF-kB = inhibition of NOD2-driven NF-kB reporter – cell-based, luminescence, uHTS, HEK293 (AID 1566); HEK293 NOD2/NF-kB luciferase reporter, luminescence; higher % means a stronger effect; 0.63% of 290,000 active; inhibition, % at 4 µM; hits with a dose series show EC50 in µM; also: many of its hits are not listed in these tables
Lipid droplet cells 6.5 µM = second read-out of Lipid droplet, no call of its own (marks repeat the call); cell count; measured here: cell count, cytotoxicity flag;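 cells counted across two imaged fields per well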
Starred values were filed as active, the others as inactive; i = inactive; ? = inconclusive; . = no result given. Rule as the data show it, unless noted: active = inhibition above about 50%; inactive = the rest.

No.	compound	AID2073	LYP inhibition	M17LAP inhibition	Lipid droplet	Lipid droplet cells 6.5 µM	XIAP displacement	M1AAP inhibition	Siah-1 displacement	CSM14.1 death rescue	HEK293 NOD2/NF-kB
1	CN(C)c1ccc(CN(C(=O)c2ccc(Cl)c([N+](=O)[O-])c2)C2CCS(=O)(=O)C2)cc1 (stereo not drawn)	6%	-3%	-4%	-11	737	.	3%	-2%	.	-2%
2	O=C(Nc1ccc(NC(=O)c2cccs2)cn1)c1ccco1	4%	-5%	9%	.	.	-2.1%	6%	1%	-4.3%	-187%
3	COC(=O)c1cccc(NC(=O)CN2CCOCC2)c1	6%	-2%	13%	.	.	-2.6%	17%	-3%	3.0%	5%
4	COc1ccc(CCNC(=S)N2CCC(C(=O)c3ccc(F)cc3)CC2)cc1OC	-9%	0%	3%	8	676	-0.3%	7%	13%	-0.3%	22%
5	CCC(=O)c1ccc(OC(=O)c2cnccn2)cc1	-8%	2%	7%	4	687	-8.0%	1%	-2%	-2.7%	-10%
6	NC(=O)N/N=C\c1cc(Br)ccc1O	16%	-1%	-11%	?	.	-6.3%	51µM*	2%	-1.2%	12%
7	COc1cc(NC(=O)c2cccs2)c(C(=O)OCC(=O)NC(C)c2ccccc2)cc1OC (stereo not drawn)	7%	0%	-5%	-3	752	-4.5%	6%	1%	-0.1%	4%
8	O=C(Cc1n[nH]c(=O)[nH]c1=O)N/N=C/c1c(O)ccc2ccccc12	19%	0%	21%	7	576	-7.7%	32%	-5%	-0.2%	4%
9	Cc1cc(Cl)ccc1OCC(=O)OC(C)C(=O)NC(N)=O (stereo not drawn)	-4%	-5%	4%	.	.	-3.5%	-2%	-1%	-1.1%	-7%
10	COc1ccc(C2CC(c3ccccc3O)=NN2C(=O)c2ccccc2)cc1OC (stereo not drawn)	12%	4%	.	26	826	.	.	1%	.	8%
11	COc1cc(/C=N/NC(=O)c2cccc(S(=O)(=O)N3CCOCC3)c2)cc(OC)c1O	-14%	-3%	5%	-1	674	-4.0%	8%	1%	-1.5%	10%
12	O=c1[nH]c(/C(Cl)=C/c2cc(Cl)ccc2O)nc2cc(Cl)ccc12	17%	-2%	18%	-25	630	1.6%	9%	3%	-3.0%	-13%
13	CCCNC(=O)C1CCN(c2nc(C)cc(C)n2)CC1	8%	-1%	3%	-7	672	-0.4%	4%	2%	0.0%	10%
14	COc1ccc(C(=O)NC2CC2)cc1OC1CCN(C(C)CSC)CC1 (stereo not drawn)	-6%	-5%	.	-4	697	.	.	0%	.	-21%
15	O=C(CSCc1cccc(CSCC(=O)Nc2ccc3ccccc3c2)n1)Nc1ccc2ccccc2c1	8%	-2%	0%	-3	816	-35%	1%	-2%	1.1%	-8%
16	Cc1ccc(Cn2ncc3c(N4CCN(c5ccc(C)cc5)CC4)ncnc32)cc1	6%	-5%	7%	.	.	-2.8%	2%	6%	0.1%	4%
17	Cc1cc(Cl)ccc1NC(=O)NC1CCN(S(=O)(=O)c2ccc(F)cc2)CC1	-1%	0%	2%	-4	758	1.0%	-3%	2%	-3.5%	12%
18	CCOc1ccc(C(CC(=O)O)NC(=O)c2ccco2)cc1 (stereo not drawn)	14%	-6%	18%	-14	724	-2.7%	-6%	9%	-0.9%	13%
19	CC(C)(C)OC(=O)NCCCC[C@H](NC(=O)c1nc[nH]c1C(=O)N1CCN(C(=O)OC(C)(C)C)CC1)C(=O)OC(C)(C)C	0%	-2%	-6%	3	783	-5.9%	-3%	6%	0.8%	8%
20	CC1CN(C(=O)/C=C/c2ccccc2[N+](=O)[O-])CC(C)O1 (stereo not drawn)	0%	-4%	25%	2	664	-3.0%	8%	3%	-1.7%	20%
21	CCOC(=O)N1CCN(S(=O)(=O)c2ccc(OC)c(Cl)c2Cl)CC1	10%	-7%	-1%	-4	759	-7.5%	4%	-4%	-2.4%	-19%
22	O=[N+]([O-])c1cccc(-c2nc(NCc3ccccc3)c3ccccc3n2)c1	3%	4%	9%	-4	750	-1.9%	7%	1%	-1.1%	7%
23	Cc1cc(C)c2c(CN3CCN(C)CC3)cc(=O)oc2c1	-3%	-1%	0%	3	686	-3.8%	8%	-1%	-2.0%	-20%
24	CCC(Oc1ccccc1F)C(=O)Nc1ccc2c(c1)n(C)c(=O)n2C (stereo not drawn)	4%	0%	.	-11	808	.	.	1%	.	4%
25	CCCN(CCC)CC(O)COc1ccc2c(c1)OCO2 (stereo not drawn)	12%	-6%	0%	-20	706	-6.0%	3%	0%	-0.1%	5%
26	COc1cccc(CNC(=O)Cn2cccc2C(=O)c2ccccc2C)c1	2%	-12%	.	-5	705	.	.	-2%	.	-12%
27	COc1cc(CN2CCCC(C(=O)c3ccc4c5c(cccc35)CC4)C2)cc(OC)c1O (stereo not drawn)	?	-3%	-3%	-12	685	-5.1%	15%	-1%	-1.7%	8%
28	COc1ccc(S(=O)(=O)N2CCC(C(=O)N3CCc4ccccc4C3)CC2)cc1	-5%	-12%	-4%	.	.	-6.9%	3%	-6%	1.1%	-18%
29	O=C(CCN1C(=O)/C(=C/c2ccccc2)SC1=S)NC1CCS(=O)(=O)C1 (stereo not drawn)	-7%	-2%	.	11	699	.	.	14%	.	14%
30	CCc1ccc(CNC(=O)CCC(=O)N2Cc3cccc(OC)c3Oc3ncccc32)cc1	-7%	-9%	.	-1	695	.	.	1%	.	17%
31	Cc1cc(C)c2ccc(C)[n+]([O-])c2c1O	-8%	3%	-3%	-11	595	-7.0%	7%	-5%	-4.4%	-2%
32	C/C(=N\NC(=O)CCC(=O)Nc1ccc(C)c(C)c1)c1cccs1	?	-1%	-3%	-1	747	-6.4%	1%	4%	-0.8%	22%
33	Cc1nc2cc(-c3ccccc3)nn2c(C)c1CCC(=O)N1CCN(c2ccccc2)CC1	9%	4%	-5%	.	.	-7.7%	-5%	0%	-0.5%	9%
34	C=CCN1C(=O)C2(OCCCO2)c2cc(Cl)ccc21	2%	-10%	.	3	857	.	.	0%	.	7%
35	O=C(NC(=O)c1ccc(F)cc1F)Nc1ccc(Cl)cc1	3%	-10%	-7%	1	716	.	4%	1%	.	-43%
36	CCc1c(C)nc(SCC(=O)N2CCc3ccccc32)[nH]c1=O	-6%	-4%	-3%	5	788	-5.9%	-3%	-6%	3.1%	3%
37	CCOC(=O)Cc1csc(NC(=O)Cc2ccc(Br)cc2)n1	8%	-6%	2%	21	854	.	3%	3%	.	4%
38	Cc1cc(/C(N)=N/OC(=O)Nc2ccc(Cl)cc2)no1	48%	4%	19%	8	739	.	10%	3%	.	-30%
39	CC(C)CCSc1nc2c(c(=O)[nH]c(=O)n2C)n1CCCc1ccccc1	5%	4%	-10%	7	691	-13%	3%	-5%	.	15%
40	COc1ccccc1NS(=O)(=O)c1cc(-c2cc(C)no2)ccc1OC	10%	-2%	.	-15	628	.	.	-4%	.	35%
41	CC(C)=C1C2CCC1C1C(=O)N(c3ccc4c(c3)OCO4)C(=O)C21 (stereo not drawn)	-1%	-3%	0%	2	673	-5.7%	-1%	-6%	-0.6%	-2%
42	CC(C)Oc1ccc(C(=O)Nc2ccc3c(c2)n(C)c(=O)n3C)cc1	-6%	8%	.	-5	849	.	.	-2%	.	-1%
43	CCc1cc2cc3c(cc2nc1SCC(=O)N1CCN(C(=O)c2ccco2)CC1)OCO3	-2%	7%	5%	.	.	-4.6%	2%	2%	-2.0%	-6%
44	CC(C)(C)S(=O)(=O)c1ccc(S(=O)(=O)C(C)(C)C)s1	10%	-8%	-1%	-1	700	-1.5%	-4%	0%	-0.7%	5%
45	COc1ccc(NC(=O)CCNC(=O)C2CCN(S(=O)(=O)c3ccc(OC)cc3)CC2)cc1	-1%	-12%	.	-7	716	.	.	0%	.	17%
46	O=C1CN(C(=O)COC(=O)c2ccc[n+]([O-])c2)c2ccccc2N1	1%	-9%	3%	10	701	-1.5%	9%	-2%	-0.6%	1%
47	O=C(c1ccc(F)cc1)c1cn[nH]c1-c1ccccc1O	7%	-5%	17%	.	.	-3.3%	0%	2%	3.5%	3%
48	CC(C)C[C@H](NC(=O)C1CCN(S(=O)(=O)c2ccccc2)CC1)C(=O)NCc1cccnc1	7%	-9%	.	11	725	.	.	2%	.	-6%
49	Cc1cccc2c1cnn2C(=O)Nc1ccccc1Cl	8%	-4%	.	-18	813	.	.	6%	.	-90%
50	COc1ccc(/C=C/C(=O)c2ccc(Cl)cc2)c(OC)c1	-5%	-4%	-5%	.	.	-3.2%	1%	1%	2.8%	-34%
51	COC(=O)c1ccccc1NC(=O)c1ccc(COc2cc(C)cc(C)c2)o1	3%	6%	13%	-1	664	-7.0%	4%	2%	-0.4%	0%
52	COc1cc(/C=C(\C#N)C(=O)NCc2ccccc2)ccc1OCc1ccc(C(=O)O)cc1	6%	-4%	8%	8	724	.	22%	3%	.	21%
53	CSc1cccc(NC(=O)c2ccc(Cl)nc2)c1	-4%	-4%	1%	.	.	-6.1%	3%	0%	-0.4%	8%
54	CN(C)Cc1c(O)ccc2c3c(c(=O)oc12)CCCCC3	41%	-22%	i	-5	787	-1.9%	45µM*	2%	2.4%	8%
55	CC(=O)Nc1ccc(S(=O)(=O)N2CCC(C(=O)O)(c3ccccc3)CC2)cc1	2%	-12%	.	3	775	.	.	5%	.	10%
56	COC(=O)C1=C(O)CSC1=Nc1cccc(C(F)(F)F)c1	2%	-2%	8%	-3	792	-2.3%	4%	-2%	0.3%	2%

An excerpt; the hit share may differ from the screen's.
